Hsp70 displacement – Hsp70 inhibitors, probe displacement, primary screen, biochemical, fluorescence polarization (AID 583) | Hsp70 fluorescence polarization probe displacement, mP; higher % means a stronger effect | hit rate 0.06% among 140,000 | displacement, % at 20 µM; hits with a dose series show IC50 in µM | Heat shock 70 kDa protein 1A (Homo sapiens); in the data active means displacement above about 50%;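 further: plate controls were vehicle for no effect and reference ligand for full effect; a part of the inactive calls stands beside numbers as strong as those of hits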
MKP-3 inhibition – MKP-3 phosphatase inhibitors, primary screen, biochemical, rat enzyme, in vitro (AID 425); Dual specificity protein phosphatase 6 (Rattus norvegicus); recombinant MKP-3 phosphatase activity, fluorescence; higher % means a stronger effect; one-dose inhibition, % at 20 µM; IC50 in µM for titrated hits; hit rate 0.17% among 110,000; in the data active means inhibition above about 50%;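 further: plate controls were vehicle for no effect and reference inhibitor for full effect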
* = called active by the depositor; x = no result given; & = joins results of further samples.

SMILES	MKP-3 inhibition	Hsp70 displacement
COCCNC(=O)CSc1nc2ccccc2c(=O)n1-c1cccc(OC)c1	-7%	2.2%
CC1=CC(C)(C)Nc2ccc(OC(=O)c3sc4cc([N+](=O)[O-])ccc4c3Cl)cc21	0%	1.6%
CCS(=O)(=O)N1CCC(C(=O)N2CCc3ccccc3C2)CC1	2%	1.0%
CCN(c1cccc(C)c1)S(=O)(=O)c1cccc2nsnc12	8%	-2.0%
COc1cc(Cl)c(C)cc1NC(=O)CSc1nnc(-c2ccco2)n1CC(C)C	-5%	2.5%
Cc1ccc([N+](=O)[O-])cc1-c1ccc(/C=C2/C(=O)NC(=O)N(C)C2=O)o1	2%	2.1%
CCC(=O)N1c2ccccc2NC2=C(C(=O)CC(C)(C)C2)C1c1ccc(C#N)cc1 (configuration not stated)	4%	-2.3%
COc1ccc(OC)c(/C=N/Nc2nc3cc(C)ccc3cc2C)c1	0%	4.2%
Cc1cc(NC(=O)c2cc(C3CC3)on2)no1	-8%	3.9%
COc1ccc(NC2=NCC(=O)N2c2ccccc2)c(OC)c1	0%	8.1%
CCCC1CCC(c2nc(-c3cccnc3)no2)CC1 (configuration not stated)	-2%&4%	-3.5%&-6.9%
O=C(Cn1c(NCCO)nc2ccccc21)NCCc1ccccc1	-2%	4.1%
CC(=O)CSc1nc2ccc(Nc3nc(N4CCOCC4)nc(N4CCOCC4)n3)cc2s1	-5%	1.3%
COc1cc(CNc2ccc3c(c2)CCC3)cc(OC)c1O	-6%&-1%	1.0%&2.8%
CCOC(=O)c1nnn(CC(=O)N2N=C(c3ccc(Cl)cc3)CC2c2ccc(OC)cc2)c1C(=O)OCC (configuration not stated)	x	1.5%
CC(=O)Nc1cccc(OCC(=O)Nc2ccc(F)cc2)c1	-8%	-1.3%
CSCSC1=C(C#N)C(c2ccccc2Cl)C(C(C)=O)=C(C)N1 (configuration not stated)	3%	3.5%
CCn1cc(C2N3CC4(C)CN2CC(C)(C3)C4=O)c2ccccc21 (configuration not stated)	-10%	0.5%
O=C(O)CN1C(=O)/C(=C\c2ccccc2Cl)SC1=S	-2%	4.1%
CCC(C)NC(=O)C1CCC(=O)N(c2cc(OC)c(OC)c(OC)c2)C1c1ccc(OC)cc1 (configuration not stated)	7%	-5.9%
Clc1ccccc1CSc1nnc(-c2ccncc2)o1	x	3.4%
Cc1[nH]c(=O)c(C(=O)/C=C/c2ccccc2Cl)c2c1CCCC2	0%	0.2%
CCCn1cnc2cc(NCc3ccccn3)ccc21	-4%	3.8%
CC(C)[C@H](NS(=O)(=O)c1ccccc1)C(=O)OCC(=O)NC(=O)c1cccn1C	x	-1.2%
CCOC(=O)c1c(-c2ccco2)csc1NC(=O)CSc1nnc(N)s1	x	-7.2%

The final two compounds of the section above are carried over, then new ones follow.
SMILES	MKP-3 inhibition	Hsp70 displacement
CC(C)[C@H](NS(=O)(=O)c1ccccc1)C(=O)OCC(=O)NC(=O)c1cccn1C	x	-1.2%
CCOC(=O)c1c(-c2ccco2)csc1NC(=O)CSc1nnc(N)s1	x	-7.2%
COc1cccc(C2C(C(C)=O)=C(O)C(=O)N2CCc2c[nH]c3ccccc23)c1 (configuration not stated)	x	-1.5%
OCCNC1CCCc2c1[nH]c1ccc(-c3ccccc3)cc21 (configuration not stated)	6%	0.3%
CCc1ccccc1NC(=O)C1CC(=O)N(c2ccc(Br)cc2)C1 (configuration not stated)	-1%	3.5%
Cc1cc(C)c(-c2cc(C(=O)Nc3c(C)n(C)n(-c4ccccc4)c3=O)[nH]n2)c(O)c1	1%	1.3%
O=C(/C=C/c1ccccc1)N1CCN(c2ccc(F)cc2)CC1	0%	-1.2%
O=C(Cn1c(-c2cncs2)nc2ccccc21)NC1CCCC1	-3%	-0.5%
CN(C)C(=O)C12CCC(C)(c3nc4ccccc4nc31)C2(C)C (configuration not stated)	-8%	4.5%
COc1ccc(OC)c(N)c1	-16%	2.2%
COc1ccc(CCNC(=O)COc2nsnc2N2CCOCC2)cc1OC	-10%	-0.1%
Cc1cc(-c2cc(N)n(-c3ccccc3)n2)c(C)n1C1CCCC1	-8%	-12%
COc1ccc(C2(CNCC(O)COc3ccccc3)CCCC2)cc1OC (configuration not stated)	1%	-0.2%
O=C(c1nn(-c2ccccc2)c(=O)c2ccccc12)N1CCN(c2ccccn2)CC1	x	-3.5%
CCOC(=O)C1CCCN(Cc2ccccc2F)C1 (configuration not stated)	-4%	-0.9%
CN(C)CCCN1C(=O)C(=O)/C(=C(/O)c2ccc3c(c2)OCCO3)C1c1ccccn1 (configuration not stated)	-6%	-1.6%
COc1ccc(N=C2CC(C)(C)CC(=O)/C2=C(O)\C=C\c2ccccc2)cc1	-1%	3.2%
O=C(Nc1cccnc1)c1ccc(CN(c2ccccc2)S(=O)(=O)c2ccccc2)cc1	5%	1.1%
CC(C)(C)CC(C)(C)N=C1NS(=O)(=O)c2cc([N+](=O)[O-])ccc21	-5%	0.1%
CN(/C(=N/S(=O)(=O)c1ccccc1)c1ccccc1)S(=O)(=O)c1ccccc1	1%	1.1%
COC(=O)C(F)(Sc1c(C)n(C)n(-c2ccccc2)c1=O)C(F)(F)F (configuration not stated)	-2%	6.1%
COCc1cc(C)nc(N2CCNCC2)c1C#N	x	0.3%
O=C(NCCc1ccncc1)Nc1ccc(Cl)cc1	-2%	-1.2%
O=C(O)c1ccc2c(c1)NC(=O)C(N1CCCC1)S2 (configuration not stated)	-14%	4.0%
CC(=O)Nc1nc(S(=O)(=O)c2ccc(C)cc2)c(Cl)s1	x	-3.4%
COc1cccc(CNC(=O)C2CCCN(S(=O)(=O)c3cccc4nonc34)C2)c1 (configuration not stated)	x	0.3%
O=C1S/C(=C/c2ccc(Cl)c([N+](=O)[O-])c2)C(=O)N1c1ccccc1	1%	-2.0%

Exported with each value named: three of the compounds above.
Structure: COc1ccc(N=C2CC(C)(C)CC(=O)/C2=C(O)\C=C\c2ccccc2)cc1
  MKP-3 inhibition = -1%; Hsp70 displacement = 3.2%
Structure: OCCNC1CCCc2c1[nH]c1ccc(-c3ccccc3)cc21 (configuration not stated)
  MKP-3 inhibition = 6%; Hsp70 displacement = 0.3%
Structure: COC(=O)C(F)(Sc1c(C)n(C)n(-c2ccccc2)c1=O)C(F)(F)F (configuration not stated)
  MKP-3 inhibition = -2%; Hsp70 displacement = 6.1%

New compounds follow:
SMILES	MKP-3 inhibition	Hsp70 displacement
O=C1C(=O)N(CN2CCN(CN3C(=O)C(=O)c4ccccc43)C2)c2ccccc21	2%	-2.4%
CC(=O)Nc1ccc(NC(=O)C(C)Oc2ccccc2F)cc1 (configuration not stated)	1%	1.7%
COc1ccc(-c2ccc(/C=N/NC(=O)c3ccncc3)o2)c([N+](=O)[O-])c1	0%	0.4%
O=C(COc1ccccc1Cl)NCc1ccncc1	-2%	-3.3%
Cc1ccc(N2CCN(CC(O)Cn3c4ccccc4c4ccccc43)CC2)cc1 (configuration not stated)	-2%	-2.5%
CS(=O)(=O)NCCSCc1ccco1	3%	1.3%
CN(C)c1ccc(/C=C2/C=C(c3ccccc3)OC2=O)cc1	4%	-4.3%
CCC(C(=O)Nc1ccc(C)cc1C)c1ccccc1 (configuration not stated)	1%	-2.5%
Cn1c(NC(=O)c2ccc(Br)o2)cc(=O)n(C)c1=O	x	-4.5%
O=C(Nc1ccc(N2CCOCC2)cc1)c1ccccc1Br	0%	-0.5%
Cc1nc(NC(=O)/C=C/c2ccc(F)cc2)sc1C	1%	3.5%
CCOc1ccc2[nH]c(=O)c(CN(CCc3ccccc3)C(=O)c3cnccn3)cc2c1	-10%	1.4%
COc1cc(OC)c(OC)cc1/C=N/NC(=O)c1cc(-c2ccc(Cl)cc2)n[nH]1	4%	-0.9%
CCNc1nc(NCC)nc(OCCOC(=O)COc2ccc(Cl)cc2Cl)n1	x	1.2%
Cc1nc2ccccc2c2nc(N)nn12	x	3.6%
NCc1ccc(S(N)(=O)=O)cc1	-4%	-1.0%
O=C(Nc1ccccc1F)c1cnccn1	-1%	1.5%
COc1ccc(/C=C2\C(=O)NC(=O)N(c3ccccc3Cl)C2=O)cc1Br	1%	-4.6%
Cc1ccc(NS(=O)(=O)c2cccc(C(=O)N3CCOCC3)c2)cc1	-16%	-2.5%
O=C(NC1CCN(Cc2ccccc2)CC1)c1ccccc1Cl	0%	5.1%
c1ccc(Cn2nnc3c(N4CCN(Cc5ccc6c(c5)OCO6)CC4)ncnc32)cc1	-8%	-1.1%
Cc1ccc(N2C(=O)S/C(=C/c3ccc4c(c3)OCO4)C2=O)cc1	-12%	0.4%
O=C(CCCOc1ccccc1)Nc1nnc(C2CCCO2)s1 (configuration not stated)	-5%	1.9%
CCc1ccc(CCC(=O)Nc2nc(CC(C)=O)ns2)o1	-4%	-1.9%
O=C(Nc1ccc(S(=O)(=O)N2CCCCCC2)cc1)C(F)(F)F	7%	1.9%
Cc1ccc(OCc2nn3c(-c4n[nH]c5c4CCC5)nnc3s2)cc1	-1%	2.6%
O=C(c1cc2ccccc2oc1=O)N1CCN(c2ccccn2)CC1	-8%	1.5%
C=CCn1c(=S)[nH]c2nc3c(cc2c1=O)CCCC3	5%	1.4%
CC(=O)c1ccc(NC(=O)N[C@@H](CC(C)C)C(=O)O)cc1	-4%	1.2%
CC(C)c1ccc(N2C(=O)/C(=C/c3cc(Cl)c(O)c(Cl)c3)C(=O)NC2=S)cc1	7%	3.1%
Cc1cccc(N2C(=O)NC(=O)/C(=C\c3ccc(Oc4ccc([N+](=O)[O-])cn4)cc3)C2=O)c1	0%	2.9%
CCN(CC)CCNC(=O)c1ccc(NC(=S)NC(=O)c2cccnc2)cc1	-1%	0.1%
Cc1ccc(C2Nc3ccccc3-c3nc4ccccc4n32)o1 (configuration not stated)	-7%	-3.5%
CCOCCNC(=O)c1ccccc1C(=O)NCCOCC	1%	-5.9%
O=C(/C=C/c1cc(Br)cs1)Nc1cccc2cccnc12	2%	-8.5%
CN(C)S(=O)(=O)c1ccc(S(=O)(=O)Nc2ccc3c(c2)oc2ccccc23)cc1	-8%	-5.2%
CC(=O)Nc1ccc(NC(=O)C2CC(=O)N(c3cccc(C)c3C)C2)cc1 (configuration not stated)	-12%	0.5%
COc1ccc(-c2nc(-c3cc4cc([N+](=O)[O-])c(O)cc4oc3=O)cs2)cc1	3%	-0.2%
O=S(=O)(Nc1cccc(-c2nc3ccccc3s2)c1)c1ccccc1	-6%	-6.7%
CCc1cccc(C)c1N(C(=O)Cn1c(COC)nc2ccccc21)C(C)COC (configuration not stated)	x	-2.9%
Cc1cccc(C)c1OCCOCCN1CCN(C)CC1	-5%	-5.4%
CCCCCc1nnc(NC(=O)Cc2cccs2)s1	13%	1.2%
COc1c2occc2c(OC)c2c(=O)cc(C)oc12	0%	1.1%
O=C1NC(=Nc2ccc(Br)cc2)S/C1=C\c1ccc2c(c1)OCO2	-2%	-13%
CCN(CC)S(=O)(=O)c1ccc(/C(O)=C2/C(=O)C(=O)N(CCOC)C2c2ccccc2)cc1 (configuration not stated)	8%	-1.0%
CCc1ccc(CN2CCN(S(=O)(=O)c3ccc(Cl)cc3)CC2)cc1	4%	-3.6%
CCCCCNC(=O)CC1Nc2c3ccccc3nc(=S)n2C1=O (configuration not stated)	x	1.0%
COc1ccc2c(c1OC)C(=O)OC2Nn1cncn1 (configuration not stated)	3%	-2.3%
COc1ccc(C)cc1NC(=O)c1ccc(-n2cnnn2)cc1	2%	-3.5%
COc1ccc(-c2nc(N3CCCC3)nc3nn4c(C)cc(C)nc4c23)cc1	6%	2.0%

(listing goes on)
SMILES	MKP-3 inhibition	Hsp70 displacement
Cc1occc1C(=O)N/N=C/c1ccc[nH]1	3%	-4.6%
C=C(C)c1cccc(C(C)(C)NC(=O)Nc2ccc(I)cc2)c1	0%	5.5%
COc1ccccc1-c1noc(-c2ccccc2)n1	3%	4.2%
COCCOC(=O)c1c(C)oc2ccc(OCC(N)=O)cc12	0%	-4.1%
COc1ccc(C2=C/C(=C3\OC(=O)c4ccccc43)C(=O)O2)cc1OC	1%	-2.7%
O=c1c2ccccc2nc(-c2ccc(Cl)cc2Cl)n1CCCn1ccnc1	x	-3.4%
COc1ccc(C)cc1N(CC(=O)NC1CCCC1)C(=O)CCC(=O)Nc1cc(C)on1	0%	1.1%
O=C(NCCc1ccc(O)cc1)c1ccc(Cl)cc1	x	1.9%
CCCCc1ccc(NC(=O)C2CCN(S(C)(=O)=O)CC2)cc1	-3%	-3.0%
COc1ccc(OC)c(NS(=O)(=O)c2ccc(Cl)s2)c1	-11%	4.5%
Cc1c(C(=O)NCC2CCCO2)sc2nc(-c3ccc(F)cc3)cn12 (configuration not stated)	-4%	-1.2%
C=CCNC(=O)C(=O)NN=C1CCN(C)CC1	x	1.5%

4 compounds from above, sorted by the value under MKP-3 inhibition, descending:
SMILES	MKP-3 inhibition	Hsp70 displacement
COc1ccccc1-c1noc(-c2ccccc2)n1	3%	4.2%
COc1ccc(C2=C/C(=C3\OC(=O)c4ccccc43)C(=O)O2)cc1OC	1%	-2.7%
COc1ccc(C)cc1N(CC(=O)NC1CCCC1)C(=O)CCC(=O)Nc1cc(C)on1	0%	1.1%
CCCCc1ccc(NC(=O)C2CCN(S(C)(=O)=O)CC2)cc1	-3%	-3.0%

The list is partial. The share of hits here may be higher or lower than overall.
